RGS4 inh: inhibitors of human RGS4; 310,000 tested, 0.45% active; B-score at 10 µM; HEK293 M3R/RGS4 inducible, Fluo-4 calcium flux; stronger effect = higher value; triggered by carbachol at its EC20; AID 463165;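 active = B-score, a plate-corrected calcium signal, over three deviations above library mean, with baseline fluorescence within five deviations of library mean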;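 note: RGS4 expression induced by doxycycline in cells with stable M3 receptor; B-score is computed from the integrated fluorescence ratio over baseline after carbachol; higher B-score means a larger calcium signal and so more RGS4 inhibition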
Target sequence (P49798 whole entry, looked up): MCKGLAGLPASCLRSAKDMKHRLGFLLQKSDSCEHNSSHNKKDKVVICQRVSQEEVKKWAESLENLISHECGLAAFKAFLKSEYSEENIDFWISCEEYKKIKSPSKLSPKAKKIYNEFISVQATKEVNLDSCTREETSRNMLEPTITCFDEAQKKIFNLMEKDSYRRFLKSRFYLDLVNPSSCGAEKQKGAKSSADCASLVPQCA
RGS4 pot: RGS4 potentiation or activation; HEK293 M3R/inducible RGS4, carbachol calcium flux Fluo4; stronger effect = lower value; B-score at 10 µM; 310,000 tested, 0.92% active;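 active = B-score of the integrated calcium signal more than 4 SD below the library mean, with starting fluorescence not abnormally high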;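 note: negative B-score means reduced calcium response which marks RGS4 activation or potentiation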
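Also added: carbachol at ECmax as muscarinic agonist stimulus; Assay system: HEK293 cells with stable M3R and inducible RGS4; Timing: overnight RGS4 induction, 30 min dye load 37 °C, 20 min compound RT; Measured by: Fluo4-AM (2 µM) calcium-flux fluorescence, kinetic read.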
MrgX1 ag: activates human MrgX1 receptor signaling; MrgX1-HEK293 cells, Fluo-4 calcium fluorescence, agonist mode; stronger effect = higher value; AID 588627; 310,000 tested, 0.44% active; B-score at 10 µM; Q96LB2;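 active = calcium response B-score plate-corrected fluorescence ratio at least 3 library SD, with starting fluorescence B-score inside 5 SD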
Target sequence (Q96LB2 whole entry, looked up): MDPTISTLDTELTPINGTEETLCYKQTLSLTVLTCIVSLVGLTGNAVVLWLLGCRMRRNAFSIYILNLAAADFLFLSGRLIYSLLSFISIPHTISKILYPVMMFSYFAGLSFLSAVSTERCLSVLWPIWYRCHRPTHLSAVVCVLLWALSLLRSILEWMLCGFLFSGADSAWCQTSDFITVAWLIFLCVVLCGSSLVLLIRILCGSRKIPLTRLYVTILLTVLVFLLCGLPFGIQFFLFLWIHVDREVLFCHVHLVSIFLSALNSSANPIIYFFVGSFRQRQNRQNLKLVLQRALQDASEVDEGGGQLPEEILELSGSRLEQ
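System: HEK293 cells stably expressing human MrgX1 receptor; Dosing: test compound in the initial addition of three; Schedule: overnight plating, then 30 min 37 °C plus 30 min room-temperature dye loading; Detection: kinetic calcium dye fluorescence, Fluo-4 NW; Controls: per-plate positive and negative controls for Z′ factor.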
HIF act: HIF pathway transcriptional activation; 300,000 tested, 0.32% active; activation, % at 7.5 µM (by protocol); U2OS HRE-luciferase reporter, luminescence; normalized: DMSO 0%, desferrioxamine 100%;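 active = mean activation of at least 10% of the iron chelator positive control signal, with at least half of replicates also reaching 10%; inconclusive = mean and replicate majority disagree about reaching 10%; inactive = mean and most replicates under 10%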
TRPC4 inh: TRPC4 (mouse) channel inhibition; Q9QUQ5; HEK293 TRPC4beta/mu-opioid, DAMGO-evoked Fluo4 calcium flux; stronger effect = lower value; B-score at 10 µM; 300,000 tested, 0.39% active;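 active = B-score over 3 SD under the library average, no early fluorescence shift, positive overall ratio signal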
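Test system – stable TRPC4beta/mu-opioid receptor HEK293 cells · Probe or stimulus – DAMGO, a submaximal dose followed by a maximal one · Dosing – one concentration per compound · Signal – Fluo4 calcium fluorescence by kinetic imaging, 5 s 1 Hz baseline · Evaluation – per-well B score of integrated baseline-normalized Fluo4 ratio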
MrgX1 antagonist: human MrgX1 receptor antagonism, primary screen. 310,000 tested, 1.3% active. B-score at 10 µM. MRGX1-HEK293 calcium flux, Fluo-4, BAM8-22 antagonism; stronger effect = lower value. Q96LB2;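 active = calcium-response B-score plate-corrected more than 3 library SD below zero, starting fluorescence within 5 deviations, no agonist response on first addition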;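 note: peak minus trough fluorescence over baseline after final BAM8-22 challenge near maximal dose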
TRPC6 inh: blocks the mouse TRPC6 cation channel | Q61143 | HEK293-TRPC6, membrane potential dye, ACh-evoked depolarization; stronger effect = lower value | B-score at 10 µM | 310,000 tested, 1.1% active;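 active = B-score under library mean minus 3 SD, initial fluorescence not abnormally high, positive integrated signal ratio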;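 note: B-score derived from integrated fluorescence ratio over the kinetic read; more negative B-score means stronger inhibition of depolarization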
Platelet DG rel: platelet dense granule release activity. human platelet-rich plasma, SFLLRN dense granule ATP release, luminescence. inhibition, %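 (compounds screened at 7.5 µM in platelet-rich plasma)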. 300,000 tested, 0.22% active;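 active = mean replicate score, as percent of positive control, at or above 50; inconclusive = mean below 50 but at least one replicate at or above 50; inactive = mean and every replicate below 50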
TRPC6 act: mouse TRPC6 channel activation. Q61143. B-score at 10 µM. HEK293-TRPC6 membrane potential dye fluorescence; stronger effect = higher value. 310,000 tested, 0.13% active. AID 2550;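 active = B-score of the integrated fluorescence ratio above library mean plus 3 SD, and starting fluorescence ratio within library mean plus 5 SD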;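 note: higher score means more depolarization so channel activation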
MrgX1 allo act: human MrgX1 positive allosteric modulation, primary screen | Q96LB2 | MrgX1-HEK293, Fluo-4 calcium flux, FDSS; stronger effect = higher value | B-score at 10 µM | 310,000 tested, 0.63% active | AID 588675;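 active = plate-corrected calcium response at least 3 library SD above typical, normal starting fluorescence, not activating the receptor alone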;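 note: compound read alongside a low EC10 to EC30 dose of BAM8-22 agonist; peak minus trough fluorescence over baseline measured at the second addition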
SKKanGAS inh: SKKanGAS growth inhibition; S. pyogenes SKKanGAS, kanamycin growth, BacTiter-Glo, 6 h; inhibition, % at 7.5 µM; 300,000 tested, 1.3% active; AID 1662;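 active = mean replicate score, as percent of positive control median, at least 50; inconclusive = mean below 50 but one replicate at or above 50; inactive = mean and every replicate below 50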;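 note: strain carries kanamycin resistance gene driven by streptokinase promoter and grows in 40 µg/ml kanamycin; loss of luminescence reflects streptokinase promoter inhibition or plain growth inhibition; 0% = median of DMSO wells and 100% = positive control at its reference dose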
* marks the source's active call; other numbers are inactive results; i = inactive; ? = inconclusive; / = no result given.

mol,RGS4 inh,RGS4 pot,MrgX1 ag,HIF act,TRPC4 inh,MrgX1 antagonist,TRPC6 inh,Platelet DG rel,TRPC6 act,MrgX1 allo act,SKKanGAS inh
O=C(NNC1CC(=O)N(c2ccc(F)cc2)C1=O)c1cccnc1 (configuration not stated),i,i,i,-0.2,i,i,i,20,i,i,-7
CC(=O)Nc1c(O)nc(SCc2ccc(Cl)cc2)[nH]c1=O,i,i,i,-0.3,i,i,i,-5,i,i,1
COc1ccc(C(=O)Nc2ccc(N3CCCC3)cc2)cc1Br,i,i,i,0.6,i,i,i,2,i,i,0
COCCCNC(=O)Cn1c(=O)n(Cc2ccc(F)cc2)c(=O)c2sccc21,i,i,i,-8.9,i,i,i,-6,i,i,-4
CC(C)(CCl)C(=O)Nc1ccc(Sc2ccc(F)cc2)cc1,i,i,i,0.6,i,i,i,-6,i,i,15
Cc1cccc(OCCCC(=O)Nc2ccc3c(c2)OCO3)c1,i,i,i,-0.1,i,i,i,3,i,i,-4
Cc1ccc(S(=O)(=O)n2[nH]c(=O)cc2N)cc1,i,i,i,-0.9,i,i,i,4,i,i,3
COc1ccc(CCNC(=O)C(=O)NCc2ccccn2)cc1,i,i,i,0.1,i,i,i,-10,i,i,-9
CC(O)(CS(=O)(=O)Cc1ccc(Cl)cc1)C(=O)Nc1cccc(C(F)(F)F)c1 (configuration not stated),i,i,i,0.0,i,i,i,-6,i,i,-3
CC(C)(C)OC(=O)[C@H](Cc1ccccc1)NC(=O)c1nc[nH]c1C(=O)N1CCN(C(=O)OC(C)(C)C)CC1,i,i,i,1.2,i,i,i,-5,i,i,3
Cn1c(=O)c2sccc2n2c(CCCC(=O)N3CCN(c4ccccn4)CC3)nnc12,i,i,i,-0.1,i,i,i,-8,i,i,3
CCn1cc[n+](C)c1P(c1ccccc1)c1ccccc1,i,i,i,-0.4,-5*,i,i,6,i,i,1
Cc1ccc(NC(=O)c2cnc(SCC(=O)NCC3CCCO3)n(C)c2=O)cc1 (configuration not stated),i,i,i,2.9,i,i,i,5,i,i,10
Cc1cc(C(=O)O)c(C)n1Cc1ccncc1,i,i,i,-0.2,i,i,i,4,i,i,2
C=CCn1c(SCC(=O)Nc2ccccc2)nnc1-c1cccc(S(=O)(=O)N2CCOCC2)c1,i,i,i,0.6,i,i,i,-26,i,i,2
Cc1cc(C)nc(SCc2ccc(C(=O)N/N=C3\CCCC(=O)C3)cc2)n1,i,i,i,-0.4,i,i,i,0,i,i,1
CC1CCCCC1NC(=O)C1CCN(C(=O)NC2CCCCC2)CC1 (configuration not stated),i,i,i,-1.2,i,i,i,-3,i,i,3
CN(C)CCNC(=O)Cn1ccc2cc(S(=O)(=O)N3CCCCCC3)ccc21,i,i,i,0.1,i,i,i,0,i,i,0
CCN1C(=O)/C(=C2\C=Cc3cc(C)ccc3N2CC)OC1=S,i,i,i,-0.1,i,i,i,-1,i,i,-5
CCn1cc(C(=O)NCc2cccc(F)c2)c(=O)c2cc(F)c(N3CCN(C(=O)c4ccco4)CC3)cc21,i,i,i,-0.1,i,i,i,-5,i,i,30
O=C(NCc1ccccn1)C(=O)NCC(c1ccco1)N1CCOCC1 (configuration not stated),i,i,i,0.1,i,i,i,11,i,i,-7
CC(C)(C)c1ccc(-c2nc(C=O)c3ccccn23)cc1,i,i,i,0.1,i,i,i,4,i,i,0
CC(=O)c1cccc(-n2c(CCC(=O)O)ccc2-c2ccc(C)cc2)c1,i,i,i,0.1,i,i,i,0,i,i,5
N/N=C(\c1ccccc1)c1cc(Br)ccc1N,i,i,i,-10,i,i,i,-9,i,i,-16
CC(=O)c1cccc2c(O)c(C3=Nc4ccccc4C3=O)[nH]c12,i,i,i,0.3,i,i,i,11,i,i,?
CC(C)NC(=O)CSc1nnc(-c2ccc3ncccc3c2)n1C,i,i,i,-0.5,i,i,i,9,i,i,7
COc1ccc(C)cc1N(CC(=O)NC(C)c1ccccc1)S(C)(=O)=O (configuration not stated),i,i,i,1.2,i,i,i,-2,i,i,1
COC(=O)c1cc(-c2cccs2)[nH]n1,i,i,i,0.1,i,i,i,2,i,i,4
O=C(CCN1C(=O)S/C(=C\c2ccc(F)cc2)C1=O)Nc1ccc(O)cc1C(=O)O,i,i,i,1.1,i,i,i,5,i,i,6
CC(C)(C)n1ncc2c(=O)n(CC(=O)Nc3ccc4c(c3)OCO4)cnc21,i,i,i,0.1,i,i,i,-1,i,i,2
CC1(C)C([N+](=O)[O-])C(c2ccc(F)cc2)NC(c2ccc(F)cc2)C1[N+](=O)[O-] (configuration not stated),i,i,i,-0.8,i,i,i,3,i,i,7
FC(F)(F)c1cccc(Cc2noc(CN3CCCC(OCc4ccccn4)C3)n2)c1 (configuration not stated),i,i,i,-0.3,i,i,i,4,i,i,1
O=C(N/N=C\c1cccnc1)c1cc(-c2ccc(Cl)s2)[nH]n1,i,i,i,0.1,i,i,i,-13,i,i,-4
Cc1nc2ccccn2c1/C(O)=C1\C(=O)C(=O)N(CCCn2ccnc2)C1c1ccncc1 (configuration not stated),i,i,i,-0.2,i,i,i,2,i,i,0
O=[N+]([O-])/C(C(Cl)=C(Cl)Cl)=C(\Nc1ccc(F)cc1)n1cncn1,i,i,i,/,i,i,i,5,i,i,3
O=C(O)c1ccccc1-c1ccccc1C(=O)Nc1ccc(F)cc1,i,i,i,-0.6,i,i,i,12,i,i,4
Cc1cc(C)n(-c2nc(Nc3ccccc3C)nc(-n3nc(C)cc3C)n2)n1,i,i,i,-0.4,i,i,i,18,i,i,98*
O=C(Nc1cccc(Cl)c1)c1cc(N=Nc2ccc([N+](=O)[O-])cc2Cl)ccc1O,i,i,i,-22,i,-4.6*,i,-5,i,i,-2
Cc1ccc(C)c(Cn2c3ccccc3c3cnn(CC(=O)NCCN4CCOCC4)c(=O)c32)c1,i,i,i,-0.5,i,i,i,-1,i,i,-2
Cc1ccc(OC(=O)c2oc3ccc(F)cc3c2C)c(C)c1,i,i,i,-2.4,i,i,i,-9,i,i,40
CS(=O)(=O)N1CCC(C(=O)Nc2cc(Cl)ccc2Cl)CC1,i,i,i,-0.5,i,i,i,-7,i,i,-1
CCOC(=O)CCCNS(=O)(=O)c1c(C)ccc2nsnc12,i,i,i,0.4,i,i,i,0,i,i,-3
COCC(=O)N1CCC(Oc2ccc(C(=O)NCc3cc(C(C)C)no3)cc2)CC1,i,i,i,1.3,i,i,i,2,i,i,-1
CC1=C(C)CC(C(=O)Nc2nccs2)C(C(=O)O)C1 (configuration not stated),i,i,i,1.2,i,i,i,9,i,i,0
Nc1ncnc2nc(N3CCN(C(=O)c4ccccc4)CC3)[nH]c12,i,i,i,0.7,i,i,i,4,i,17*,2
CCOC(=O)c1ccc(NC(=O)c2ccccc2)cc1,i,i,i,1.4,i,i,i,6,i,i,-1
N#C/C(=C\c1cc([N+](=O)[O-])ccc1Cl)C(N)=O,5.8*,i,i,1.0,i,i,i,17,i,i,-8
Cc1nn(Cc2c(F)cccc2Cl)c(C)c1[N+](=O)[O-],i,i,i,-0.8,i,i,i,5,i,i,8
Brc1ccccc1OCCCOc1cccc2cccnc12,i,i,i,3.3,i,i,i,-7,i,i,41
CCN(C(=O)COC(=O)c1nn(-c2ccccc2)c(=O)c2ccccc12)C1CCS(=O)(=O)C1 (configuration not stated),i,i,i,-0.7,i,i,i,1,i,i,-3
O=C(OC1CCN(c2ncc(C(F)(F)F)cc2Cl)CC1)c1ccc(Cl)cc1,i,i,i,-0.9,i,i,i,0,i,i,30
CCOC(=O)c1sc(NNC(=O)c2ccc(F)cc2)nc1C,i,i,i,0.6,i,i,i,8,i,i,22
Cn1c(C2CC(=O)N(Cc3ccccc3)C2)nc2ccccc21 (configuration not stated),i,i,i,-0.6,i,i,i,1,i,i,2
O=c1c2[nH]c3ccccc3c2ncn1C1CCCCC1,i,i,i,6.0,i,i,i,-3,i,i,-3
CCCCN(C(=O)NC(=O)C1=C(N2CCOCC2)/C(=C/c2ccccc2)CC1)S(C)(=O)=O,i,i,i,0.4,i,i,i,1,i,i,10
CCOc1ccc(S(=O)(=O)Nc2cc(Sc3ncn[nH]3)c3oc(=O)sc3c2)cc1,i,i,i,-0.2,i,i,i,-25,i,i,23
COc1cc(CC(=O)O)ccc1OCc1ccccc1,i,i,i,1.9,i,i,i,2,i,i,-7
O=C(NCCC1CCCCN1S(=O)(=O)c1ccc(F)cc1)C(=O)Nc1ccccc1F (configuration not stated),i,i,i,0.1,i,i,i,4,i,i,1
CC(=O)Nc1ccc(S(=O)(=O)N(C)CCOCc2ccccc2)cc1,i,i,i,0.1,i,i,i,2,i,i,-4
CC(=O)c1ccc(OCC(O)CN2CCN(S(=O)(=O)c3c(C)c(C)cc(C)c3C)CC2)cc1 (configuration not stated),i,i,i,-0.5,i,i,i,-5,i,i,2

(continued)
mol,RGS4 inh,RGS4 pot,MrgX1 ag,HIF act,TRPC4 inh,MrgX1 antagonist,TRPC6 inh,Platelet DG rel,TRPC6 act,MrgX1 allo act,SKKanGAS inh
O=C(CSc1nnc(CNC(=O)c2ccco2)o1)Nc1ccc(Br)cc1,i,i,i,0.3,i,i,i,4,i,i,-15
Cn1c(=O)[nH]c(=O)c2cc(C(=O)c3cc(F)ccc3O)cnc21,i,i,i,-0.6,i,i,i,2,i,i,0
O=C(CN1C(=O)C2CC=CCC2C1=O)Nc1nc2ccccc2s1 (configuration not stated),i,i,i,0.7,i,i,i,-9,i,i,3
O=C(c1cc2ccccc2o1)N(C1CC1)C1(C(=O)Nc2ccccc2)CCCC1,i,i,i,-1.6,i,i,i,19,i,i,-4
O=C(N/N=C/c1ccc([N+](=O)[O-])cc1)c1cc(-c2ccc3c(c2)OCO3)n[nH]1,i,i,i,-0.5,i,i,i,7,i,i,0
COc1ccc(-c2cc(-c3ccccc3)c(C#N)c(S(C)(=O)=O)n2)cc1,i,i,i,0.2,i,i,i,1,i,i,11
